From PubChem BioAssay
KAT2A inh: inhibitors of human GCN5L2 histone acetyltransferase | Q92830 | GCN5L2 HAT assay, ThioGlo1 CoA-SH fluorescence | Potency, µM (top dose mostly 58.9 µM), inactives show at the top dose activity change, negative = inhibition, usual class: inhibitors | 0.21% of 390,000 active | AID 504327
Target sequence (Q92830 whole entry, looked up): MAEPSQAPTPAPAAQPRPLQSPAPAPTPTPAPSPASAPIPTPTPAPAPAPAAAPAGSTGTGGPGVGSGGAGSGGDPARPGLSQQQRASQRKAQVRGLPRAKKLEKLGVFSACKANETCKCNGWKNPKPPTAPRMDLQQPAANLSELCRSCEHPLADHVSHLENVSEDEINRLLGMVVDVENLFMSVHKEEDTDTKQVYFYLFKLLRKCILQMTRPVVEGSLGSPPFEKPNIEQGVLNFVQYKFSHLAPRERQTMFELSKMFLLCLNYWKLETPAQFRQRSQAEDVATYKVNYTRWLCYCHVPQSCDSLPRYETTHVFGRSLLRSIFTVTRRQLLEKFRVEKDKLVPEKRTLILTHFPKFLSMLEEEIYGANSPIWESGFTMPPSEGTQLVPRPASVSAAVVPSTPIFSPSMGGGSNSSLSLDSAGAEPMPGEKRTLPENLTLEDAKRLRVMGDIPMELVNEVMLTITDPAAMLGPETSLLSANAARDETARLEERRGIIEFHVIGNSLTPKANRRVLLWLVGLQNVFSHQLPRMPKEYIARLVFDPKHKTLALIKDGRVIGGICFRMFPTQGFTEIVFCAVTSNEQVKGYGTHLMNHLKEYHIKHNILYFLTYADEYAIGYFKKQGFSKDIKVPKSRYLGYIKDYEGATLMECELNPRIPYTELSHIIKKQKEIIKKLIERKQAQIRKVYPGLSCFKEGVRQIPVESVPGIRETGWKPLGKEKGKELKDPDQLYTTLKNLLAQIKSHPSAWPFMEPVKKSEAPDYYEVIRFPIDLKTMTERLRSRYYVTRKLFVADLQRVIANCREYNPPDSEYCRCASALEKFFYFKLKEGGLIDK
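Preincubate 20nM GCN5L2 with compound 15 min, RT → add 50uM ThioGlo1 + 75uM H3(1-25) + 70uM acetyl-CoA → read fluorescence 0 and 20 min. Primary qHTS; fluorescent artifacts likely.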
FEN1 inh: inhibitors of human flap endonuclease 1 | Recombinant FEN1 flap cleavage, fluorescence, 15 min | P39748 | Potency, µM (series often up to 114 µM), for the others: at the top dose activity change, negative = inhibition, hits mostly inhibitors | 0.35% of 390,000 active | AID 588795; also: nearly all actives have a fitted effect of over 65% in size
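In this screen, 50 nM flap DNA substrate was added to 10 nM FEN1 pretreated with compound for 15 min at room temperature; cleavage was followed with reads at 0 and 15 min, and Hill fitting gave concentration–response parameters.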
N370S GC: inhibitors or activators of N370S glucocerebrosidase for Gaucher disease; P04062; N370S GC spleen homogenate, 4MU-glucoside fluorescence; Potency, µM (highest dose often 59.4 µM), inactives show at the highest dose activity change, negative = inhibition, hits mostly inhibitors; 0.092% of 330,000 active; AID 2101;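 also: 0% = full enzyme activity and -100% = no enzyme basal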
Starred values were filed as active, the others as inactive; ? = inconclusive; · = not tested or not shown; & = joins results of further samples. Calls follow the shape of the dose curve; as a rule, active = well fitted curve in the direction sought with a large enough effect; inconclusive = small, poorly fitted or top-dose-only effect, or another doubt; inactive = no such curve, though single readings can be large; an effect the other way counts as inactive or inconclusive. Unless noted, % is scaled to controls: 0 for no effect and ±100 for the full control effect; potency is read from the fitted curve at half-maximal effect.

nr	Compound	KAT2A inh	FEN1 inh	N370S GC
1	COC(=O)c1ccccc1S(=O)(=O)N1CCC(C(=O)NC2CCCCC2C)CC1 (centres undefined)	-1%	-5%	·
2	CCOC(=O)C1CCN(S(=O)(=O)c2ccc(Br)c(OCC)c2)CC1	0%	4%	-16%
3	CCCCC(CCC(=O)NNC(=O)Cc1ccccc1)C(=O)O (centres undefined)	6%	-3%	16%
4	O=C(/C=C/c1ccc[nH]1)c1ccc(F)cc1	-10%	-4%	2%
5	Cc1cccc(NC(=O)C(=O)NCCc2csc(-c3ccc(C(F)(F)F)cc3)n2)c1C	-1%	16%	·
6	COc1ccc(C(=O)NCC(=O)OCC(=O)Nc2ncc(Cl)cc2Cl)cc1[N+](=O)[O-]	-13%	-10%	·
7	Cc1nc(N)sc1-c1csc(Nc2ccc(Cl)cn2)n1	-3%	-11%	-7%
8	Cc1oc(-c2cccc(Br)c2)nc1Cn1c(SCc2cccc(F)c2)nc2cccnc21	-7%	-8%	·
9	O=C(/C=C/c1ccc(Cl)cc1)N1CCN(c2ccc(Cl)cc2[N+](=O)[O-])CC1	-12%	-14%	-17%
10	c1ccc(N=P(c2nc3ccccc3o2)(N2CCOCC2)N2CCOCC2)cc1	-19%	5%	-2%
11	O=C(c1ccccc1Cl)N1CCCC(c2nc3c(nnn3Cc3ccccc3)c(=O)[nH]2)C1 (centres undefined)	0%	-16%	-5%
12	CCN(CC)S(=O)(=O)c1cccc(NC(=O)CN2C(=O)NC3(CCOc4ccccc43)C2=O)c1 (centres undefined)	-13%	12%	-5%
13	O=[N+]([O-])c1ccccc1/C=N/N1CCN(Cc2ccccc2)CC1	2%	1%	-12%
14	O=C(Nc1ccc(N2CCOCC2)cc1)Nc1ccc2nc(-c3ccco3)c(-c3ccco3)nc2c1	-13%	2%	3%
15	COc1ccc(C(=O)Nc2ccc(C(=O)OCc3cc(=O)n4nc(C(C)C)sc4n3)cc2)cc1	0%	6%	·
16	COCCCN=C1NN=C(c2cc(C)n(Cc3ccco3)c2C)CS1	-9%	-7%	-11%
17	Cc1ccc2oc(C(=O)Nc3ccc(S(=O)(=O)Nc4ncccn4)cc3)cc(=O)c2c1	-10%	1%	·
18	Cc1cc(C)cc(NCCC#N)c1	-15%&-12%	-8%	-10%&-1%
19	CC(C)(C)c1cc(C(=O)NNc2cccc(Cl)c2)n(Cc2ccccc2)n1	-39%	1%	-5%
20	CCOC(=O)c1cc2cc([N+](=O)[O-])ccc2oc1=O	1%	-3%	-8%
21	CC(C)CCC[C@@H](C)[C@H]1CC[C@H]2[C@@H]3CC=C4C[C@@H](O)CC[C@]4(C)[C@H]3CC[C@]12C	14%	·	-2%
22	O=C(CSc1nc2c([nH]c3ccccc32)c(=O)n1-c1ccc(F)cc1)NC1CCCCC1	-1%	15%	·
23	O=C(Cn1c(=O)c2cccn2c2ccccc21)Nc1cc(F)ccc1F	0%&-13%	14%&-2%	4%
24	Cc1cc(C(=O)N2CCCC(N3CCN(c4ccccc4C)CC3)C2)n(C)n1 (centres undefined)	1%	22%	7%
25	CC(C)CNS(=O)(=O)c1cc2c3c(c1)CC(=O)N3CCC2	0%	-12%	-3%
26	Nn1c(SCc2ccc(F)cc2)nnc1-c1ccccn1	-5%	-4%	8%
27	COCc1cc(Sc2ccc(Cl)cc2)nc(-c2ccccc2)n1	-3%	13%	10%
28	CCCN(CC(=O)Nc1cc(C)on1)CC(=O)Nc1ccccc1C	4%	-3%	·
29	CCOC(=O)c1cc(S(=O)(=O)Nc2ccc(OC(F)(F)F)cc2)[nH]n1	-7%	2%	·
30	CC(=O)c1c(C)oc2c1cc(NS(=O)(=O)c1ccc(C(=O)O)cc1)c1ccccc12	-18%	-17%	-5%
31	Cc1cc(Cl)ccc1C(=O)C1CCCN(C(=O)c2cnn(C(C)C)c2)C1 (centres undefined)	-2%	0%	-14%
32	CC(=O)C(Sc1ccc2nnc(-c3ccc(C)cc3)n2n1)C(C)=O	-1%	-20%	?
33	COCCCNC(=O)/C(C#N)=C/c1cc(C)[nH]c1C	-3%	-4%	-11%
34	COc1cc(C(=O)OCC(=O)NCc2ccc(F)cc2)cc(NC(=O)c2cccs2)c1OC	-7%	1%	-7%
35	Cc1cnc(NC(=O)c2ccc(-c3ccc([N+](=O)[O-])cc3)o2)s1	1%	12%	·
36	Cc1nnc(SCC(=O)N2N=C(c3ccc(Cl)cc3)CC2c2ccco2)[nH]c1=O (centres undefined)	-24%	?	-3%

One compound at a time, as listed above:
`CCCN(CC(=O)Nc1cc(C)on1)CC(=O)Nc1ccccc1C` is listed with KAT2A inh: 4%; FEN1 inh: -3%; N370S GC: ·
`COCc1cc(Sc2ccc(Cl)cc2)nc(-c2ccccc2)n1` is listed with KAT2A inh: -3%; FEN1 inh: 13%; N370S GC: 10%

Looked up by compound from above, 2 records:
nr	Compound	KAT2A inh	FEN1 inh	N370S GC
25	CC(C)CNS(=O)(=O)c1cc2c3c(c1)CC(=O)N3CCC2	0%	-12%	-3%
36	Cc1nnc(SCC(=O)N2N=C(c3ccc(Cl)cc3)CC2c2ccco2)[nH]c1=O (centres undefined)	-24%	?	-3%

Next compounds follow.
nr	Compound	KAT2A inh	FEN1 inh	N370S GC
37	COC(=O)Cn1cc(/C=C/[N+](=O)[O-])c2ccccc21	-1%	0%	3%
38	CCOCCn1c(SCc2ccccc2)nc2c1c(=O)[nH]c(=O)n2C	-4%	16%	4%
39	O=C(NCCc1ccccc1Cl)C1CCC(=O)N(CCCc2ccccc2)C1 (centres undefined)	21%	-2%	-15%
40	CCn1c(=O)c2cc(C(=O)NCc3cc(OC)ccc3OC)sc2c2ccccc21	-7%	6%	·
41	Cc1ccc(OCCC(=O)OCC(=O)N2CCN(S(=O)(=O)c3ccc(Cl)cc3)CC2)cc1	3%	11%	?
42	COc1cc(CN(C)Cc2cccc3ccccc23)cc([N+](=O)[O-])c1O	-11%	-2%	0%
43	O=C(NNC1CC(=O)N(c2ccc(Cl)cc2)C1=O)c1ccco1 (centres undefined)	10%	-7%	-9%
44	CCCCN(CC)C(=O)Cn1ncc2c3ccccc3n(CCC)c2c1=O	0%&-16%	10%&10%	14%
45	CC(=O)Nc1ccccc1OCC(=O)NC(C)c1ccc(F)cc1 (centres undefined)	24%	4%	3%
46	COc1cc(S(=O)(=O)NC2CCCCC2)ccc1F	-6%	-2%	8%
47	COCCCN1C(=O)c2ccc(C(=O)NCc3ccccn3)cc2C1=O	-4%	-2%	1%
48	Cc1[nH]nc(SCC(=O)Nc2cccc(O)c2)c1[N+](=O)[O-]	-14%	-4%	5%
49	COc1cc(S(=O)(=O)NC2CCCC2)c(OC)cc1C	-7%	-3%	-14%
50	COc1ccc(CC(=O)N2CCN(c3ccccn3)CC2)cc1OC	-4%	-10%	-1%
51	CCN1CCC(N(Cc2ccc(F)cc2)C(=O)Nc2cc(Cl)ccc2C(=O)OC)CC1	1%	-3%	·
52	Clc1ccc2nc(N3CCNCC3)nc(-c3ccccc3)c2c1	-1%	-1%	?
53	Nc1c(C(=O)NCc2ccccc2)nnn1Cc1ccc(F)cc1	-5%	12%	0%
54	COC(CNC(=O)c1ccc(CS(=O)(=O)c2ccc(Br)cc2)o1)OC	10%	21%	-9%
55	Cc1cc(C)c(S(=O)(=O)N(C)Cc2cnn(C)c2)c(C)c1	-8%	1%	-3%
56	Cc1cccc(S(=O)(=O)Nc2nc3ccccc3nc2OC(C)C)c1	?	6%	-16%
57	O=C(COC(=O)COc1ccccc1)NC12CC3CC(CC(C3)C1)C2	-11%	13%	·
58	Cc1nn(CC(=O)NCC2CCCO2)c(=O)c2cc3ccccc3n12 (centres undefined)	4%	20%	-12%
59	COc1cc2cc(CNc3ccc(C)cc3)c(=O)n(CC(=O)Nc3ccc(F)cc3F)c2cc1OC	-10%	2%	·
60	Cc1ccccc1C(=O)c1cccn1CC(=O)N1CCCCC1	-3%	1%	-13%
61	CCN1CCN(Cc2nc3cc(NC(=O)c4cccc([N+](=O)[O-])c4)ccc3n2CC)CC1	1%	14%	·
62	CC(=O)N1CCC2(CCCN(Cc3cc(C(F)(F)F)cc(C(F)(F)F)c3)C2)CC1	-1%	·	1%
63	CC(=O)NCC(=O)OC(C(=O)c1ccccc1)c1ccc(Cl)cc1 (centres undefined)	3%	-9%	-15%
64	O=C(c1cccc(F)c1)N1CCC(c2c[nH]c3ccccc23)(c2c[nH]c3ccccc23)CC1	0%	9%	·
65	CS(=O)(=O)c1ccc(Cl)c(NC(=O)CCCSc2ccccc2)c1	0%	-19%	-14%
66	Cn1c(=O)oc2cc(S(=O)(=O)Nc3ccccc3F)ccc21	5%	6%	-4%
67	N#CCCN(C(=O)c1ccco1)c1ccccc1	-2%	5%	-8%
68	COC(=O)c1ccc(/C=N/NC(=O)C(=O)NCc2ccccc2)cc1	-3%	7%	15%
69	Cc1ccc(Cl)cc1N1CCN(C(=O)c2ccc3nc(N4CCC(C)CC4)sc3c2)CC1	-9%	-15%	·
70	CCN1CCCC1CNC(=O)c1cc2c(-c3cccc(OC)c3)nn(C)c2s1 (centres undefined)	-4%	?	-7%
71	C/C(=N\OCC(=O)N/N=C/c1ccc(C)cc1O)c1cccs1	-7%	-8%	0%
72	CC(C)c1ccc(C2CC(=O)c3cnc(NC(=O)c4ccco4)nc3C2)cc1 (centres undefined)	-4%	5%	6%
73	CC(=O)N1CCOc2ccc(S(=O)(=O)NCc3ccc(Cl)cc3)cc21	0%	12%	-15%
74	N#CCCn1c(SCC(=O)c2c[nH]c3ccccc23)nc2ccccc21	-10%	2%	-32%
75	O=C(Nc1ccccc1F)c1nc(S(=O)(=O)Cc2ccccc2F)ncc1Cl	-9%	7%	·
76	CCS(=O)(=O)N1CCc2cc(C(=O)Nc3cc([N+](=O)[O-])ccc3C)ccc21	1%	12%	·
77	Cc1nnc(-c2ccc(N3CCCCCC3)c([N+](=O)[O-])c2)o1	-4%	2%	5%
78	COc1ccc(Cl)cc1NC(=O)c1oc2ccc(S(=O)(=O)N3CCCCC3)cc2c1C	2%	-2%	·
79	CC(=O)Nc1ccc(Nc2c(CCC(C)C)c(C)c(C#N)c3nc4ccccc4n23)cc1	-24%	15%	·
80	O=C(O)CCSC(=S)N1CCOCC1	0%	-1%	9%
81	CCN(CC)S(=O)(=O)c1cccc(NC(=O)COc2ccc(F)cc2Br)c1	-8%	-14%	6%
82	Cc1ccc(NC(=O)CC(=O)Nc2ccc(C)cc2)cc1	-6%	-3%	-3%
83	CCN(CC)CCN1C(=O)C2C3c4ccccc4C(c4ccccc43)C2C1=O (centres undefined)	-13%	-2%	-2%
84	CSc1ccc(CN2CCC(Oc3cccc(C(=O)N4CCCC4)c3)CC2)cc1	-17%	-4%	-6%
85	CC(C)(C)C1=CC(=O)C(=O)C(C(C)(C)C)=C1	?	71µM*	-9%
86	CCN(CC)CCCn1c(=S)[nH]c2ccc(Cl)cc2c1=O	0%	5%	3%
87	NCCS(=O)O	-2%&-3%	·	1%&3%&-3%
88	COc1ccc(CCNC(=O)C/C(C)=N/NC(=O)C23CC4CC(CC(C4)C2)C3)cc1OC	-7%	-4%	7%
89	Cc1n[nH]c(C)c1C(=O)CC1(O)C(=O)N(Cc2ccccc2)c2ccc(Br)cc21 (centres undefined)	-4%	-20%	6%
90	CCOC(=O)/C=c1\s/c(=C\c2ccccc2C)c(=O)n1CC(=O)NCc1ccc2c(c1)OCO2	-14%	4%	2%
91	Cc1ccc(C)c2sc(NC(=O)c3nc4ccccc4s3)nc12	-4%	-5%	5%
92	CCOC(=O)C1=C(COC(=O)c2cccnc2Cl)NC(=O)NC1C (centres undefined)	1%	9%	-3%
93	Cc1ccc(C)c(SCc2noc(C(=O)NC(C)C)c2C(=O)O)c1	-6%	6%	12%
94	Cc1ccc(S(=O)(=O)N2[C@@H](c3ccc(C(C)(C)C)cc3)C(C(=O)O)=CC[C@H]2c2cccc(Cl)c2)cc1	?	-17%	·
95	Cc1ccc(N(CC(=O)O)S(=O)(=O)c2cccc3nonc23)cc1	-5%	-3%	8%
96	COc1ccc(-c2n[nH]c(=S)n2N)c(OC)c1	-5%	23%	-4%

Screen by screen, from the results shown:
N370S GC for nos. 87–93: 1%&3%&-3%, 7%, 6%, 2%, 5%, -3%, 12%
FEN1 inh for nos. 87–93: ·, -4%, -20%, 4%, -5%, 9%, 6%

More entries
nr	Compound	KAT2A inh	FEN1 inh	N370S GC
97	CC1N(C(=O)N2CCOCC2)CCN1S(=O)(=O)c1ccc(Cl)cc1 (centres undefined)	-7%	-3%	-5%
98	COc1ccc(N2C(=O)CC(N3CCN(c4ccc(S(C)(=O)=O)cc4)CC3)C2=O)cc1 (centres undefined)	-1%	-5%	-1%
99	COc1ccccc1C(=O)NCCn1cc(SCC(=O)NCC2CCCO2)c2ccccc21 (centres undefined)	1%	2%	4%
100	COc1ccc(NC(C)=O)cc1NS(=O)(=O)c1cn(C)c(=O)n(C)c1=O	?	20%	-13%
101	CC(C)OC(=O)c1sc2nc3c(cc2c1N)C(=O)CCC3	1%	0%	-3%
